Assay outcomes (PubChem BioAssay)
EBI2 block: EBI2 receptor antagonists, beta-arrestin recruitment, primary screen, cell-based, luminescence, 7a,25-OHC stimulation, uHTS; inhibition, % at 5 µM; 7a,25-OHC stimulated; G-protein coupled receptor 183 (Homo sapiens), P32249; AID 651636, 2012; 360,000 compounds, 0.81% hits; in the data active = inhibition above about 38%;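 note: enzyme fragment complementation signal reports receptor beta-arrestin coupling in cells; 0% = agonist plus DMSO wells and 100% = wells without agonist; some results beyond the cut were filed as inactive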
CCR6 antagonist: CCR6 receptor antagonists, primary screen, cell-based, CHO-K1, luminescence, beta-arrestin, uHTS. C-C chemokine receptor type 6 (Homo sapiens), P51684. 340,000 compounds, 0.49% hits. inhibition, % at 20 µM. AID 493098, 2011. CHO-K1 CCR6 PathHunter beta-arrestin, CCL20-stimulated;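 active = compounds whose inhibition of the agonist-driven luminescence signal at 20 µM reaches about 50%, limit read from the data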;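 note: cells stimulated with CCL20 at 14 nM final; plate controls were DMSO with CCL20 for no effect and DMSO without agonist for full effect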
697 NFkB inh: inhibitors of PMA/ionomycin-induced NF-kB reporter, 697 cells, primary screen, B-cell NF-kB inhibitor project, cell-based, luminescence, uHTS | 330,000 compounds, 0.33% hits | AID 435022, 2010 | inhibition, % at 4 µM | 697 B-cell NF-kB luciferase reporter, 16 h; in the data active = inhibition above about 35%
Mdm2-MdmX inh: inhibitors of human Mdm2-MdmX association, primary screen, cell-based, luminescence, split luciferase, SaOS-2, uHTS; SaOS-2 split-luciferase Mdm2/MdmX complementation; 330,000 compounds, 3% hits; inhibition, % at 8 µM; AID 485346, 2010;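 active = inhibition of at least 50% at 8 µM in the primary screen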
Target sequence (O15151 whole entry, looked up): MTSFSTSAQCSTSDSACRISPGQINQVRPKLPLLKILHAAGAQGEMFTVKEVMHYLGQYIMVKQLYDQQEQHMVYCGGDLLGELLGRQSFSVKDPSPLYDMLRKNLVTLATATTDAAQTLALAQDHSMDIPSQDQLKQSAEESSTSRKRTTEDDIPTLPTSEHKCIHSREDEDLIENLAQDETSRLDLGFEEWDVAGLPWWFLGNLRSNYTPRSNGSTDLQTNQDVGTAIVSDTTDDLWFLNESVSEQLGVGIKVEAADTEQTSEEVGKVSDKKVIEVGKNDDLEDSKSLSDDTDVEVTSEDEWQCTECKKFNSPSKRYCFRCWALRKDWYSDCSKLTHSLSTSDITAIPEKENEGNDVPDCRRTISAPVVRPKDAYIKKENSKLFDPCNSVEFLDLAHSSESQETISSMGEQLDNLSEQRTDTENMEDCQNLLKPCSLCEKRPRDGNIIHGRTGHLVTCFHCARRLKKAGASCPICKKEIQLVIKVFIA
Target sequence (Q00987 whole entry, looked up): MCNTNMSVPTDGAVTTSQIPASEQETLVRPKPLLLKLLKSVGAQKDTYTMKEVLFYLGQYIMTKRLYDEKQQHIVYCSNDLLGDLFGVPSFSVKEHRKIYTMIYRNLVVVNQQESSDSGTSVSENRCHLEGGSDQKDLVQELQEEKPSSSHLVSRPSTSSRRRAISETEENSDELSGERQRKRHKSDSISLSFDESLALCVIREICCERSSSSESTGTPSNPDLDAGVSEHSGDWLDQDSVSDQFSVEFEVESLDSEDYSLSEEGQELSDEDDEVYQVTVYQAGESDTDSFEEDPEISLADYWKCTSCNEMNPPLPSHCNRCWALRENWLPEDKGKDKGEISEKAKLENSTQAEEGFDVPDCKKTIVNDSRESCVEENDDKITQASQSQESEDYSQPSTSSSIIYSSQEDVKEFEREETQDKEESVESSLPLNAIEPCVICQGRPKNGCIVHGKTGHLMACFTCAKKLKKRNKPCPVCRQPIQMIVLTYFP
Jurkat NFkB inh: inhibitors of induced NF-kB luciferase reporter, primary screen, TCR NF-kB activation inhibitor project, cell-based, luminescence, uHTS | Jurkat, PMA/ionomycin-induced NF-kB luciferase reporter | inhibition, % at 4 µM | 330,000 compounds, 0.53% hits | AID 435003, 2010; in the data active = inhibition above about 50%
UPR XBP1 act: activators of adaptive XBP1 UPR arm, primary screen, cell-based, CHO-XBP1 luciferase reporter, luminescence, uHTS; IRE1-XBP1 UPR activation; percent of tunicamycin response, DMSO as zero; AID 463104, 2010; 330,000 compounds, 0.33% hits; activation, % at 20 µM;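 active = versus positive control, 20 µM dose yields 30% or more activation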;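 note: 100% = tunicamycin at 10 µg/mL and 0% = DMSO only wells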
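Material – CHO cell line with stable XBP1 luciferase reporter · Buffer or medium – F12 plus 10% FBS · Compound – single point, 20 µM final compound, 1% DMSO · Schedule – 16-18 h cell attachment at 37 °C, then 6 h compound exposure · Signal – Steady-Glo luminescence read · Benchmarks – high control tunicamycin 10 µg/mL final, low control DMSO vehicle only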
UPR CHOP act: activators of apoptotic CHOP UPR arm, primary screen, cell-based, CHO-CHOP luciferase reporter, luminescence, uHTS; UPR activation; percent of tunicamycin response over DMSO baseline; activation, % at 10 µM; 330,000 compounds, 0.34% hits; AID 449763, 2010;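 active = at 10 µM dose, activation of 40% or more, normalized to positive control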;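 note: 100% = tunicamycin at 10 µg/mL and 0% = DMSO alone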
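Evaluation: % reporter activation, DMSO baseline versus tunicamycin full activation; System: CHO-CHOP luciferase reporter cell line; Input: 500 cells/well; Incubation: 6 h compound treatment, 37 °C; Measured by: Steady-Glo luciferase luminescence; Dosing: one dose, 10 µM in 0.5% DMSO; Buffer or medium: F12 medium, 10% FBS; Benchmarks: positive tunicamycin 10 µg/mL, negative DMSO alone.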
Gli-Sufu antag: Gli-Sufu pathway antagonists, primary screen, luciferase luminescence, Sufu-KO-LIGHT cells, uHTS; Sufu-KO-LIGHT fibroblasts, Gli luciferase reporter luminescence; inhibition, % at 5 µM; 340,000 compounds, 0.74% hits; AID 588413, 2011;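 active = inhibition above about 55%, limit read from the data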;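 note: 0% = DMSO-treated cells and 100% = wells with medium but no cells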
CXCR6 block: CXCR6 receptor inhibitors, primary screen, cell-based, beta-arrestin, luminescence, CHO-K1 PathHunter, 1536-well; AID 602244, 2012; C-X-C chemokine receptor type 6 (Homo sapiens), O00574; inhibition, % at 20 µM; 360,000 compounds, 0.36% hits; in the data active = inhibition above about 34%, passing the limit was not always enough;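 note: antagonist mode with CXCL16 agonist at 10 nM final; 0% = 10 nM CXCL16 with DMSO and 100% = unstimulated wells without agonist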
An asterisk follows results filed as active; . = not tested or not shown.

The line under a structure holds: EBI2 block	CCR6 antagonist	697 NFkB inh	Mdm2-MdmX inh	Jurkat NFkB inh	UPR XBP1 act	UPR CHOP act	Gli-Sufu antag	CXCR6 block
COc1ccc(O)c(/C=N/NC(=O)c2ccc(CSc3nc(C)cc(C)n3)cc2)c1
→ 2	6	-30	77*	27	-3	-1.7	63*	-7
O=C(Nc1nc2ccccc2s1)c1ccc([N+](=O)[O-])o1
→ 8	31	-94	-7	-15	3	73*	-35	13
Cn1c(SCC(=O)Nc2ccc(F)cc2)nc2c([nH]c3ccccc32)c1=O
→ 13	6	0	91*	10	26	9.7	7	-5
CCn1cc(C(=O)O)c(=O)c2cnc(N3CCN(C(=S)Nc4ccccc4C(F)(F)F)CC3)nc21
→ -2	-12	-1	9	15	-1	0.5	-2	-1
CC(=O)NCc1ccc(S(=O)(=O)N/N=C/c2ccccc2)cc1
→ -8	24	-5	-17	2	1	-1.0	-20	1
CC(=O)c1ccc(-n2c(C)c(C(C)=O)c3cc(O)ccc32)cc1
→ 1	1	12	62*	21	0	-2.1	-14	-11
CCOC(=O)c1ccccc1NC(=O)CSc1nnc(C(C)C)n1CC
→ -3	-16	14	24	1	-2	0.3	-2	0
CC[C@]1(C(=O)OC)[C@H]2C(=O)N(C)C(=O)[C@H]2[C@H]2CN(C)C(=NC3CCCCC3)N21
→ 0	8	4	-7	.	-2	1.8	-2	0
CCCCNS(=O)(=O)c1ccc2nc(SCC(=O)Nc3sccc3C#N)[nH]c2c1
→ 4	-11	-6	37	7	1	1.2	9	20
COC(=O)c1ccc(C2NC(C(=O)O)CS2)cc1 (configuration not stated)
→ 6	-6	-2	-15	3	1	-1.2	-13	-7
OC(CCCN1CCC(O)(c2ccc(Cl)cc2)CC1)c1ccc(F)cc1 (configuration not stated)
→ 1	10	4	13	4	-5	-1.6	1	6
O=C(NC(=O)c1c(F)cccc1F)Nc1cccc(Oc2ncc(Cl)cn2)c1
→ 0	19	.	.	.	.	.	-1	3
CCc1cccc(NC(=O)COC(=O)C2CCN(c3ccc(C(F)(F)F)cn3)CC2)c1
→ -9	14	6	-3	16	0	-0.1	-3	5
COc1cc(CN2CCC(Oc3cc(C(=O)NC4CC4)ccc3OC)CC2)cc(OC)c1
→ -2	27	-5	17	7	0	-1.2	10	-5
O=[N+]([O-])c1ccc(-c2nn(-c3ccccc3)cc2/C=N/n2c(-c3ccncc3)n[nH]c2=S)cc1
→ -1	-10	0	-23	-13	1	2.7	-6	-10
C=CCn1c(CSCc2ccc(Cl)cc2Cl)nnc1SCC(=O)Nc1ccc(C(=O)O)cc1
→ 14	0	8	5	-13	-2	-1.1	-3	0
Cc1ccc(CNC(=O)CSCc2cccc(F)c2)cc1
→ 0	-6	6	10	-18	0	0.0	1	-2
COc1ccccc1N1CCN(CCCCNC(=O)c2ccc3ccccc3c2)CC1
→ 15	18	13	-1	-5	-3	-1.8	2	4
Cc1nn(-c2ccccc2)c(C)c1/C=N/n1cnnc1
→ -16	-1	3	16	16	1	3.7	-3	4
CN(CC(=O)O)S(=O)(=O)c1ccc2c(c1)NC(=O)CC(=O)N2
→ -6	-5	-1	-16	21	-2	-0.4	3	-4
Cc1ccc(Nc2nnc(SCC(=O)c3ccc(O)cc3O)s2)cc1
→ 12	12	3	14	9	3	1.8	-23	-5
O=C(N=Nc1c(O)[nH]c2ccccc12)Nc1ccccc1
→ 14	16	.	.	.	.	.	-121	6
O=C(NNC(=O)c1ccc2ccccc2c1)Nc1ccc(F)cc1
→ 16	11	19	17	-1	-3	0.8	7	2
CC[C@]12c3[nH]c4cc(-c5ccco5)ccc4c3CCN1C(=O)[C@@H](CC(=O)NCCCn1ccnc1)C[C@@H]2C(=O)N1CCN(C(=O)c2ccco2)CC1
→ -4	5	22	24	.	1	3.7	-2	4
CCCCN(C)Cc1cc(=O)oc2ccc3ccccc3c12
→ 9	17	7	-4	1	-4	0.1	-6	1
O=C(/C=C/c1c[nH]c2ccccc12)c1ccccc1
→ 0	18	-112	-189	-49	4	1.8	-42	-6
Cc1ccccc1NC(=O)c1cnn(-c2ccccc2)c1NC(=O)c1ccco1
→ -7	-11	12	9	-6	-6	-2.1	2	1
O=C(c1ccc2c(=O)n3c(nc2c1)CCCCC3)N1CCN(c2ccc(F)cc2)CC1
→ -2	3	-1	10	-9	0	0.0	-5	9
O=C(NN=C1C2CC3CC1CC(Cl)(C3)C2)c1cccs1
→ 9	5	18	-3	-4	-2	1.6	2	-11
COc1ccc(-c2cn3nc(SCC(=O)NC4CCCCC4)ccc3n2)cc1
→ 43	5	-131	-63	-121	-7	-2.4	-74	5

The final two compounds of the section before lead into the next.
The line under a structure holds: EBI2 block	CCR6 antagonist	697 NFkB inh	Mdm2-MdmX inh	Jurkat NFkB inh	UPR XBP1 act	UPR CHOP act	Gli-Sufu antag	CXCR6 block
O=C(NN=C1C2CC3CC1CC(Cl)(C3)C2)c1cccs1
→ 9	5	18	-3	-4	-2	1.6	2	-11
COc1ccc(-c2cn3nc(SCC(=O)NC4CCCCC4)ccc3n2)cc1
→ 43	5	-131	-63	-121	-7	-2.4	-74	5
CSc1ccc(/C=C/C(=O)N2CCCN(C)CC2)cc1
→ 87*	-6	2	5	-4	-6	0.1	4	-6
Cc1nc2ccc(Cl)cn2c1C(=O)NN
→ -8	-14	9	-2	15	-2	0.3	4	-11
CC(=O)Nc1ccc(C2Nc3ccccc3C(=O)N2C2CCCCC2)cc1 (configuration not stated)
→ 3	10	13	21	1	1	1.9	-14	7
O=c1cc(NS(=O)(=O)c2ccccc2)nc(SCc2ccc(Cl)cc2)[nH]1
→ -7	17	.	.	.	.	.	-1	-7
CCOc1ccc(CNC23CN4CN(CN(C4)C2)C3)cc1
→ -4	-3	15	21	20	-5	-1.5	-6	-2
O=[N+]([O-])c1cc(C(F)(F)F)ccc1-n1nnc2ccccc21
→ -3	-4	-9	64*	4	-1	-0.8	-7	-5
COc1ccc(N(C)S(=O)(=O)c2cccc(C(=O)Nc3ccc(-n4cnnn4)cc3)c2)cc1
→ -3	9	23	1	0	7	3.0	.	-12
COc1ccc2[nH]c3c(=O)n(CCc4ccccc4)cnc3c2c1
→ -7	1	-8	5	-10	1	-0.2	-13	9
O=C(Oc1c(CN2CCOCC2)cc(Cl)c2cccnc12)c1ccc(F)cc1
→ 29	33	-2	52*	9	20	40*	22	26
CCOc1ncccc1C(=O)Nc1ccccc1N1CCOCC1
→ -4	10	-8	-3	-2	1	-1.0	4	2
CCN1C(=S)N[C@@H](c2ccccc2)C(C(=O)OC)=C1C
→ -4	3	-4	-25	14	-1	0.9	-16	3
Cc1cc(Cl)c(S(=O)(=O)N(C)C)cc1OCC(N)=O
→ -2	13	-39	-14	9	1	-0.3	-36	7
CCc1ccc(N2CC(C(=O)OCC(=O)Nc3ccc([N+](=O)[O-])cc3)CC2=O)cc1 (configuration not stated)
→ -4	15	9	26	1	-2	0.8	-33	-2
NS(=O)(=O)c1ccc(N=Nc2c(O)ccc3ccccc23)cc1
→ -1	1	-28	26	16	-3	-3.7	14	7
O=C(O)c1ccc(CNCc2cccc(Cl)c2Cl)cc1
→ 8	23	14	19	8	-1	-1.9	8	-3
O=C(CNC(=O)c1cccc(F)c1)OCCOc1cccc(Cl)c1
→ -10	16	9	11	-8	1	0.5	-4	6
Cc1ccc(C(=O)Nc2ccccc2C(=O)O)cc1S(=O)(=O)Nc1ccc(Br)cc1
→ 6	2	10	22	-4	-4	1.1	-2	2
O=C(CSc1n[nH]c(-c2ccc(Br)cc2)n1)N1CCOCC1
→ -17	10	-29	-19	-20	-1	1.6	-21	5
Cc1nc2sccn2c(=O)c1S(=O)(=O)Nc1ccc(N2CCN(S(C)(=O)=O)CC2)cc1
→ -12	-17	9	-16	-10	9	1.1	1	-5
CCCC(=O)N1CC(=O)Nc2ccc(Br)cc2C1c1ccc(F)cc1 (configuration not stated)
→ -6	8	10	-14	-11	-4	0.8	13	14
Cc1ccc(Nc2nc3ccccc3[nH]2)nc1
→ -5	18	-168	-57	-62	3	4.0	-74	12
O=C(C1=C[C@@H](c2ccc(C(F)(F)F)cc2)C[C@@H](OCCCCO)O1)N1CCN(Cc2ccc3c(c2)OCO3)CC1
→ 19	-3	-24	10	11	-1	3.3	16	2
Cc1ccc(S(=O)(=O)Nc2nc3n(n2)C(c2ccc(Cl)cc2)CC(=O)N3)cc1 (configuration not stated)
→ -6	0	10	-3	4	-4	-1.6	-10	7
CCCCN(C)C(=O)C1CCN(Cc2cccnc2)CC1
→ 2	6	-50	12	-29	-5	-1.9	0	-3
CC1CC(C)CN(S(=O)(=O)N2CCC(C(=O)NCCC3=CCCCC3)CC2)C1 (configuration not stated)
→ 4	11	-24	-32	-7	0	-2.1	-6	7
C/C=C/C(=O)Nc1nnc(C(C)C)s1
→ -7	-15	25	-6	2	-2	-3.0	6	-14

An excerpt from above in order of formula weight, rising.
The line under a structure holds: EBI2 block	CCR6 antagonist	697 NFkB inh	Mdm2-MdmX inh	Jurkat NFkB inh	UPR XBP1 act	UPR CHOP act	Gli-Sufu antag	CXCR6 block
CCN1C(=S)N[C@@H](c2ccccc2)C(C(=O)OC)=C1C
→ -4	3	-4	-25	14	-1	0.9	-16	3
CC1CC(C)CN(S(=O)(=O)N2CCC(C(=O)NCCC3=CCCCC3)CC2)C1 (configuration not stated)
→ 4	11	-24	-32	-7	0	-2.1	-6	7
Cc1ccc(S(=O)(=O)Nc2nc3n(n2)C(c2ccc(Cl)cc2)CC(=O)N3)cc1 (configuration not stated)
→ -6	0	10	-3	4	-4	-1.6	-10	7
